# APEX1 inh: qHTS Assay for Inhibitors of the Human Apurinic/apyrimidinic Endonuclease 1 (APE1). Potency, µM (series often up to 65.8 µM), for inactives: at the top dose activity change, negative = inhibition, hits mostly inhibitors. actives 0.35% (n = 350,000). recombinant APE1, TAMRA/BHQ-2 abasic DNA cleavage fluorescence;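 further: plate controls were vehicle for no effect and reference inhibitor for full effect; nearly all actives have a fitted effect of over 55% in size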
#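 Readout is kinetic fluorescence (ex 525, em 598 nm) from cleavage of 50 nM TAMRA/BHQ-2 THF abasic duplex by 0.75 nM APE1, compound added 15 min beforehand at RT.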
# Pol iota inh: qHTS for Inhibitors of Polymerase Iota. actives 1% (n = 390,000). AID 588590, 2011. DNA polymerase iota (Homo sapiens), Q9UNA4. Potency, µM (series often up to 115 µM), without a hit: top-dose activity, negative = inhibition, hits mostly inhibitors. Pol iota fluorescent replication assay, 10 min
#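 Pol iota at 10 nM preincubated 15 min with compounds at room temperature; reaction started with fluorescent substrate, 50 nM final. Fluorescence read kinetically at 0 and 10 min; buffer-only wells as negative control.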
# Pol beta inh: qHTS Assay for Inhibitors of DNA Polymerase Beta; P06746; AID 485314, 2010; actives 1.3% (n = 340,000); Pol beta primer extension/strand displacement, fluorescence kinetic; Potency, µM (top dose mostly 114 µM), for inactives: top-dose activity change, negative = inhibition, actives largely listed as inhibitors; further: on the % scale 0 is the no-effect control and ±100 the full control effect
#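 Kinetic readout of DNA synthesis with strand displacement by Pol beta. Compound and 10 nM enzyme sit 15 min at room temperature; 50 nM substrate starts the reaction, read immediately and at 10 min.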
# Pol kappa inh: qHTS for Inhibitors of Polymerase Kappa; Potency, µM (highest dose often 107 µM), inactives show at the highest dose activity, negative = inhibition, actives largely listed as inhibitors; purified Pol kappa, fluorescent DNA synthesis assay, 10 min; DNA polymerase kappa (Homo sapiens), Q9UBT6; actives 0.53% (n = 400,000); AID 588579, 2011; further: on the % scale 0 is the no-effect control and ±100 the full control effect
#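 Kinetic fluorescence readout at 0 and 10 min followed reaction start with substrate at 50 nM final. Beforehand, enzyme (10 nM Pol kappa) stood 15 min with compound at room temperature; buffer-only wells were negative controls.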
# BLM inh: qHTS Assay for Inhibitors of Bloom's syndrome helicase (BLM) | RecQ-like DNA helicase BLM (Homo sapiens), P54132 | recombinant BLM DNA unwinding, fluorescence dequenching | Potency, µM (titrated, usually from 56.1 µM), without a hit: at the highest dose activity change, negative = inhibition, usual class: inhibitors | actives 0.2% (n = 350,000) | AID 2528, 2010;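 further: plate controls were vehicle for no effect and no enzyme for full effect; nearly all actives have a fitted effect of over 35% in size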
# BAZ2B inh: qHTS Assay for Inhibitors of BAZ2B; Potency, µM (titrated, usually from 114 µM), inactives show at the highest dose activity change, negative = inhibition, usual class: inhibitors; actives 4.4% (n = 360,000); AlphaScreen BAZ2B-H3K14Ac peptide displacement; further: on the % scale 0 is the no-effect control and ±100 the full control effect; nearly all actives have a fitted effect of over 60% in size
#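 BAZ2B 50 nM plus b-H3(5-23)K14Ac 50 nM, PBS pH 7.4/0.01% Tween-20, 30 min RT; compound added (max 110 uM), 30 min RT; streptavidin donor/Ni-chelate acceptor beads 10 ug/mL final, 20 min dark; AlphaScreen read.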
# JMJD2A Tudor inh: qHTS Assay for Inhibitors of JMJD2A-Tudor Domain; Potency, µM (doses to about 114 µM), for inactives: at the highest dose activity change, negative = inhibition, most hits filed as inhibitors; AlphaScreen JMJD2A-Tudor / H3K4me3 peptide binding; actives 4.4% (n = 390,000); AID 504339, 2011; Lysine-specific demethylase 4A (Homo sapiens), O75164; further: on the % scale 0 is the no-effect control and ±100 the full control effect; nearly all actives have a fitted effect of over 50% in size
# G9a inh: qHTS Assay for Inhibitors of Histone Lysine Methyltransferase G9a; Histone-lysine N-methyltransferase EHMT2 (Homo sapiens), Q96KQ7; G9a H3K9 monomethylation, AlphaScreen, 2 h; Potency, µM (doses to about 102 µM), without a hit: at the highest dose activity, negative = inhibition, actives largely listed as inhibitors; actives 8.8% (n = 350,000); AID 504332, 2011; further: on the % scale 0 is the no-effect control and ±100 the full control effect; nearly all actives have a fitted effect of over 75% in size
#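 AlphaScreen detection with an anti-monomethyl H3K9 antibody quantified product after a 2 h room-temperature reaction containing 500 nM biotinylated H3K9 peptide, 20 µM SAM and 20 nM enzyme, which had been preincubated 15 min with compound.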
# Pol eta inh: qHTS for Inhibitors of Polymerase Eta; DNA polymerase eta (Homo sapiens), Q9Y253; recombinant Pol eta, fluorescent DNA replication assay; Potency, µM (titrated, usually from 114 µM), inactives show at the top dose activity change, negative = inhibition, hits mostly inhibitors; actives 1.2% (n = 390,000); further: on the % scale 0 is the no-effect control and ±100 the full control effect
#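 Fluorescent replication assay: 50 nM final substrate added after a 15 min room-temperature compound preincubation with 10 nM enzyme. Signal taken at 0 min and again at 10 min.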
# * = called active by the depositor; ? = inconclusive; . = no result given; [ ] = another dose, or the depositor's remark. The call rests on the fitted dose curve; in most records, active means well fitted curve in the direction sought with a large enough effect; inconclusive means small, poorly fitted or top-dose-only effect, or another doubt; inactive means no such curve, though single readings can be large; an effect the other way counts as inactive or inconclusive. Potency means the concentration at half of the fitted maximal effect. An excerpt. The share of hits here may be higher or lower than overall.
SMILES | Pol kappa inh | Pol beta inh | G9a inh | BAZ2B inh | JMJD2A Tudor inh | APEX1 inh | BLM inh | Pol eta inh | Pol iota inh
CCC1Oc2ccccc2C(=O)N(CC(=O)c2ccc3c(c2)OCCO3)C1=O (stereo unspecified) | -7.6% | 19.8% | . | -4.3% | -4.6% | -9.6% | -10.9% | 0.4% | 6.9%
Cc1cc(N2CCN(C(=O)c3ccco3)CC2)n2nc(C)c(-c3ccc(Cl)cc3)c2n1 | . | -7.9% | -2.3% | 1.2% | . | -1.4% | 0.2% | . | .
CC(C)Cc1cc(C(=O)Nc2cccnc2)no1 | -1.7% | 15.0% | -3.6% | 12.3% | 4.9% | -0.3% | -1.3% | -3.5% | 8.7%
COc1cc(OC)c(N(C)S(=O)(=O)c2cccc(C(=O)OCC(=O)N3CCOCC3)c2)cc1Cl | -8.0% | . | . | . | -2.7% | -9.4% | . | -22.2% | 55.7%[activator]
CCOC(=O)c1ccc(NC(=O)CSc2nc3ccccc3c(=O)n2CCC(=O)NC2CCCCC2)cc1 | -4.1%[60.1 µM] | 57.3% | 0.3%[59 µM] | -0.1% | -25.3% | . | -1.9% | 8.1% | 1.9%
Cc1cc(=O)oc2cc(OCC(=O)N3CC[C@@]4(O)CCCC[C@H]4C3)c(Cl)cc12 | -2.3% | -1.8% | -13.7%[12.7 µM] | 1.4% | -17.7% | -23.8% | 1.9% | -11.9% | -7.2%
O=C(COC(=O)c1sc2ccccc2c1Cl)NC1CCCCC1 | 2.8% | 37.3% | -12.8%[59 µM] | -2.1% | 1.5% | 6.6% | -1.4% | -19.0% | -2.0%
O=C(NCCCn1ccnc1)Nc1cccc(Cl)c1 | -3.0% | 15.5% | -2.4%[59 µM] | 25.1µM* | 44.7µM* | -6.4% | -1.2% | -4.0% | 9.9%
O=C1c2ccc3c4c(ccc(c24)C(=O)N1NC(=O)C(F)(F)F)CC3 | 17.8µM* | -1.4% | ? | ? | ? | ? | -1.4% | 79.4µM* | 22.4µM*
Cc1c(Cl)ccc2sc(N3CCN(C(=O)CS(=O)(=O)c4ccccc4)CC3)nc12 | -5.7%[60.1 µM] | -7.6% | -3.6%[59 µM] | 15.8% | -18.8% | . | -2.6% | -20.6% | 10.2%
COc1cc(/C=C/C(=O)OCC(=O)NC2CC2)cc(S(=O)(=O)N2CCc3ccccc32)c1OC | -17.7% | 1.9% | 56.2µM* | -23.1% | -18.6% | 1.9% | -3.7% | -6.1% | 63.6%[activator]
COc1ccc(/C=C2\Oc3cc(OCC(=O)N4CC(O)C[C@H]4C(=O)O)ccc3C2=O)cc1OC (stereo partly specified) | -6.1% | -20.0% | . | -7.9% | -17.0% | -8.9% | -1.6% | -19.5% | -20.3%
O=C(Nc1cc(C(F)(F)F)ccc1-n1cncn1)c1ccc(-c2ccccc2)cc1 | -12.2% | -25.4% | -16.4% | -10.4% | -0.8%[57.1 µM] | -0.4% | 5.5% | ? | 8.1%
CCC(=O)NC(Nc1sc2c(c1C(=O)OC)CCC2)C(Cl)(Cl)Cl (stereo unspecified) | -4.0% | 3.9% | 9.1%[59 µM] | ? | -12.8% | 6.3% | -1.8% | -27.9% | 17.3%
CCCC(=O)Nc1cc(C)c(NC(=O)c2ccncc2)cn1 | -9.4% | 15.1% | -6.3% | 1.2% | -19.2% | -6.0% | -1.0% | 0.4% | -12.3%
Cc1ccc(C(=O)Nc2cccc3[nH]c(C(F)(F)F)nc23)cc1 | 0.8% | 22.8% | 15.3% | 7.4% | -10.3% | -0.6% | -7.8% | -15.0% | -1.2%
CSc1ncccc1C(=O)Nc1nnc(C2CC2)s1 | -16.6% | -2.1% | -6.3% | 1.3% | -16.6% | -3.4% | 2.3% | -8.9% | -18.6%
CCOC(=O)Cc1csc(NC(=O)COc2ccc(C)cc2)n1 | 9.5% | 0.1% | ? | -2.2% | 2.7% | 6.3% | -1.4% | -27.8% | 9.6%
CCOC(=O)c1ccc(NC(=O)c2ccc(=O)n(Cc3cccc(C)c3)c2)cc1 | -4.1%[60.1 µM] | 5.1% | 7.0%[59 µM] | 2.9% | -16.5% | . | -3.0% | -19.5% | 16.6%
CCOc1ccc(/C=C/C(=O)Nc2sc3c(c2C(=O)OC)CCC3)cc1 | -12.4% | 10.3% | -41.8%[59 µM] | 2.0% | -2.6% | . | -6.8% | -9.2% | -21.2%
COC(=O)[C@]1(C)N[C@H](c2ccc(-c3ccccc3)cc2)[C@@H]2C(=O)N(C)C(=O)[C@@H]21 | -2.3% | . | 12.6%[2.33 µM] | -4.2% | -10.1% | -24.1% | . | -8.2% | 8.9%
CCCCCCCCSc1n[nH]c(N)n1 | -7.8%[60.1 µM] | 1.3% | 10.7%[59 µM] | -3.9% | -14.0% | 0.8% | 1.4% | -15.5% | -2.8%
COc1ccc(CC(=O)NCc2nnc(SCC(=O)N3CCN(c4ccccc4)CC3)n2C)cc1 | -3.0% | . | . | . | -3.8% | . | . | -12.5% | 13.3%
O=C(O)C(F)=C1c2ccccc2-c2ccccc21 | 0.8% | . | . | . | -1.4% | . | . | -6.9% | 57.2%[activator]
COc1ccc(OC)c(S(=O)(=O)NCCCn2ccnc2)c1 | -14.1% | 0.4% | 26.8% | -17.3% | -5.6% | -14.3% | 0.6% | 9.1% | 16.2%
Cc1ccc(N2CC(NC(=O)Cc3ccc(F)cc3)CC2=O)cc1C (stereo unspecified) | -0.4%[60.1 µM] | -4.4% | 5.1%[59 µM] | 1.9% | -14.6% | . | 3.1% | -18.1% | 27.2%
CCc1cccc(NC(=S)N(CCN(C)C)C2CCN(C(C)C)CC2)c1 | 7.5% | 1.5% | 4.9% | -15.0% | 0.7% | 16.3% | -0.8% | -5.9% | 9.1%
COc1ccccc1CNC(=O)c1c(O)nc2c(C)cccn2c1=O | -13.0% | -27.3% | -0.6%[59 µM] | -0.6% | -17.5% | . | -12.5% | 5.4% | -16.9%
CCC1CN(S(=O)(=O)c2cc(-c3cc(C)no3)ccc2OC)c2cc(Cl)ccc2O1 (stereo unspecified) | -29.6% | 1.4% | 9.1%[59 µM] | -9.8% | -21.4% | . | -7.1% | -18.5% | -18.5%
O=S(=O)(Nc1ccc(-n2cnnn2)cc1)c1ccc(Cl)cc1 | -13.2% | . | 13.8%[59 µM] | -4.2% | 6.0% | 28.7% | . | -16.6% | -16.9%
Clc1ccc(N2CCN(/N=C/c3ccncc3)CC2)cc1 | 7.3% | 23.8% | -28.6% | -19.1% | -18.2% | 0.1% | -1.1% | -7.9% | -25.9%
CN1C(=O)C(=O)/C(=C(/O)c2ccc(Br)cc2)C1c1ccccc1F (stereo unspecified) | 3.5% | 28.5% | ? | -20.6% | ? | 10.8% | -1.9% | -8.2% | ?
COC(=O)c1sccc1NC(=O)c1ccccc1[N+](=O)[O-] | -11.4% | 2.7% | -1.9%[59 µM] | -38.9% | -10.3%[57.1 µM] | 0.5% | -4.1% | -15.2% | 10.5%
O=C(CSc1nc(=O)n(CCN2CCOCC2)c2c1CCCC2)Nc1ccc(F)cc1F | -12.3% | . | 9.9% | -4.2% | -10.3% | 15.5% | . | -3.3% | 11.9%
Cc1ccccc1-n1c(SC(C)C(=O)NCC2CCCO2)nnc1-c1ccncc1 (stereo unspecified) | -13.6% | . | . | . | -7.2% | . | . | -2.2% | 9.8%
CCOC(=O)Cc1cc(=O)n2[nH]c(C)c(-c3ccccc3OC)c2n1 | -2.6% | ? | . | 7.7% | -13.4% | -5.8% | -5.8% | -11.9% | 23.6%
CC(C(=O)N1CCc2ccccc21)N1CCN(c2ccccn2)CC1 (stereo unspecified) | -6.5% | -24.6% | -3.5%[59 µM] | -7.9% | -2.1% | 7.7% | 7.3% | -12.7% | 7.5%
CCNCC(=O)N1c2ccccc2CCc2ccc(NC(=O)OCC)cc21 | -1.3% | 11.3% | 0.9%[2.33 µM] | -2.2% | -23.4% | 13.2% | -2.1% | -10.4% | 43.0%[activator]
Cc1cccc(C(=O)Nc2cccc(C(=O)N3CCOCC3)c2)c1 | 0.0% | 14.5% | 12.4%[59 µM] | 1.6% | -8.5% | 3.2% | -0.4% | -3.5% | 23.4%
CCN(CC)CCNC(=O)CS(=O)Cc1nc(-c2ccc(C)cc2)oc1C (stereo unspecified) | -16.9% | 0.2% | ? | -4.4% | -21.6% | -2.2% | -2.8% | -8.4% | 1.7%
CCOC(=O)N/N=C(\C)c1cccs1 | -5.4% | -12.5% | -12.7% | . | -9.8% | -3.7% | 2.4% | -8.4% | 127.6%[activator]
CCCCn1c(N)c(N(CCC(C)C)C(=O)C(C)N2C(=O)c3ccccc3C2=O)c(=O)[nH]c1=O (stereo unspecified) | -11.8% | . | 12.6µM* | 9.1% | -4.7% | -9.7% | . | -7.9% | 10.7%
CCOc1ccccc1NC(=O)C1CCCN(S(=O)(=O)c2cccs2)C1 (stereo unspecified) | ? | -0.5% | -2.5%[59 µM] | 2.2% | -5.5% | . | -7.8% | -3.2% | -10.3%
Cc1ccc(-c2ocnc2C(=O)N2CCN(C(=O)c3cccs3)CC2)cc1 | 11.5% | 8.2% | -5.2% | 5.0% | 10.9% | 2.3% | -1.7% | -18.9% | 29.9%
O=C1CN(C(=O)c2ccc(Br)o2)C(c2ccc(F)cc2)c2cc(Cl)ccc2N1 (stereo unspecified) | -14.6% | 0.7% | ? | ? | -23.2% | -12.3% | -10.3% | -10.7% | -17.2%

# Reprinted from the results shown (2 entries):
SMILES | Pol kappa inh | Pol beta inh | G9a inh | BAZ2B inh | JMJD2A Tudor inh | APEX1 inh | BLM inh | Pol eta inh | Pol iota inh
CCCCn1c(N)c(N(CCC(C)C)C(=O)C(C)N2C(=O)c3ccccc3C2=O)c(=O)[nH]c1=O (stereo unspecified) | -11.8% | . | 12.6µM* | 9.1% | -4.7% | -9.7% | . | -7.9% | 10.7%
CCOc1ccccc1NC(=O)C1CCCN(S(=O)(=O)c2cccs2)C1 (stereo unspecified) | ? | -0.5% | -2.5%[59 µM] | 2.2% | -5.5% | . | -7.8% | -3.2% | -10.3%
